# Source: PubChem BioAssay (Icahn School of Medicine at Mount Sinai)
# RBX1-CUL1 inh – inhibitors of human ROC1-CUL1 ubiquitin ligase activity. E3 ubiquitin-protein ligase RBX1 (Homo sapiens) + Cullin-1 (Homo sapiens), P62877+Q13616. in vitro K48 di-Ub FRET, acceptor:donor ratio, 45 min. 140,000 tested, 0.6% active. AID 1347404, 2020. inhibition, % at 10 µM; in the data active = inhibition above about 25%
# Target sequence (P62877 whole entry, looked up): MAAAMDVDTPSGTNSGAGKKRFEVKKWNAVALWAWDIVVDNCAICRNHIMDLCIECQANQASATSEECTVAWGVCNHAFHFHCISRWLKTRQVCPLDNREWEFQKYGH
# Target sequence (Q13616 whole entry, looked up): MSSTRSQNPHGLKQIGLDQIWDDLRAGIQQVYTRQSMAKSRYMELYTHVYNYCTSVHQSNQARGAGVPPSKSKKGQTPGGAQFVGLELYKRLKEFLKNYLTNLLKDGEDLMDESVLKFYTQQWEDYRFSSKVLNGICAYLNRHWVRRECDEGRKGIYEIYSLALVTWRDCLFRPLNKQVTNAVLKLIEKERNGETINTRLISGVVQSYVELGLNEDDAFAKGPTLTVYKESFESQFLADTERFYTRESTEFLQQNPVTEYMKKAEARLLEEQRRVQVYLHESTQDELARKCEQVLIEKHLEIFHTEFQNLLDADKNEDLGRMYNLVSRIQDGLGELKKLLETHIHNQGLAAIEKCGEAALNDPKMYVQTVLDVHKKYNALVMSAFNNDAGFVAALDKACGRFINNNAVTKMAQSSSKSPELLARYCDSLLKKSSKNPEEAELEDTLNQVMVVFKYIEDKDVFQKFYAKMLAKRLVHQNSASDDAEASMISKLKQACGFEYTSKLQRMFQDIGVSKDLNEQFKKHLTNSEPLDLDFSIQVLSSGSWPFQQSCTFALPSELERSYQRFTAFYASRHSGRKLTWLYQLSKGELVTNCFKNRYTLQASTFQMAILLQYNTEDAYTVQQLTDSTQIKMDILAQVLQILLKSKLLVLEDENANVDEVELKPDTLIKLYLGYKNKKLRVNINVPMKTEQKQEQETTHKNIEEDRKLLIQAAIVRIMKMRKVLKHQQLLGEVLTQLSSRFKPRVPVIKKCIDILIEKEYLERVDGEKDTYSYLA
# An asterisk follows results filed as active. An excerpt (hit frequency here may not be typical).
SMILES,RBX1-CUL1 inh
Cc1cc(C)c2c(=O)cc(C(=O)N=C3C(=O)N(c4ccccc4)N(C)C3C)oc2c1 (stereo not given),-1
Cc1cnc(CNc2nncc(-c3cccc4ccccc34)n2)cn1,3
O=[N+]([O-])c1ccc(Cl)c(C=Nc2cc([N+](=O)[O-])ccc2F)c1,9
CSc1cccc(C2C=NC(=O)NC2=O)c1 (stereo not given),-5
Cc1ccc(-c2nc(N)sc2C)cc1C,4
Cc1ccc(NC(=O)CCc2c(C)nc3c(-c4ccccc4)c(C)nn3c2C)c(C)c1,-10
CCCOC(=O)C1C(C)=NC(=O)NC1c1cc(Br)c(O)c(OC)c1 (stereo not given),-1
Cc1ccc(-c2nnn(CC(=O)NC(C)(C)C)n2)cc1,-14
Cc1ccc(-c2onc(C)c2C)cc1S(=O)(=O)N1CCC(C)CC1,1
COc1cccc(NS(=O)(=O)c2ccccc2[N+](=O)[O-])c1,0
c1cc(CN2CCOCC2)cc(-c2nc3c(cnn3Cc3ccncc3)[nH]2)c1,-7
CCCc1[nH]nc2c1C(c1ccccc1F)C(C#N)C(=N)O2 (stereo not given),-4
COC(=O)c1cc(S(=O)(=O)NCC2CCN(Cc3ccc(C)cc3)CC2)c[nH]1,1
CC(C)(C#CCN1CCOCC1)OCCOCc1ccccc1,-5
Cn1cc(-c2cc3n(n2)CCC(=O)N3CCCC(=O)NCc2ccccc2)c2ccccc21,-9
CCN(CC)S(=O)(=O)c1nnc(NC(=O)COc2ccccc2F)s1,12
COc1cc(CNc2ccc3[nH]c(=O)[nH]c3c2)ccc1OCc1ccc(F)cc1Cl,-12
CCc1ccc(C)c(OC(=O)Cc2cccc3ccccc23)c1,2
Cc1noc(C)c1Cn1nc(Cl)c2ccc(N3C(=O)C4=C(CCCC4)C3=O)cc21,3
CCOC(=O)C1=C(C)OC(=N)C(C#N)C1c1ccc(F)c(F)c1 (stereo not given),-3
COCCNc1nc2nonc2nc1N1CCCC1c1ccccc1OC (stereo not given),7
CC(=O)Nc1ccc(N2C(=O)C(=O)C(C(=O)c3ccc(Cl)cc3)C2c2ccccc2F)cc1 (stereo not given),0
CCc1noc(C)c1C(=O)Nc1ccc(OC)cc1C,2
NC(=O)CSc1nc(N)cc(N)n1,7
O=C(c1ccc(F)cc1)N1c2nc(-c3ccco3)nn2C2(CCCCC2)[C@@H]2CCCC[C@@H]21,2
Cc1cc(C)c2c3c(sc2n1)C(=O)C(Br)C(=O)N3 (stereo not given),2
CC(C)Cc1ccc(/C=C/C(=O)N2CCN(c3cccc(Cl)c3)CC2)cc1,-8
CCOC(=O)c1ccc(COC(=O)c2ccc(NC(C)=O)cc2)c(Br)c1,7
CN1CN(c2ccccc2)CSC1=S,-1
CSc1nccc(Oc2ccccc2Cl)n1,0
CC1=NC(=O)C(C(=O)/C=C/c2ccc(C)cc2)=C2CCCCC12 (stereo not given),4
COc1ccc(C(OC(=O)c2ccccc2)c2nccc3ccccc23)cc1OC (stereo not given),-1
CCOc1ccccc1C(=O)N(Cc1ccc(N(C)C)cc1)Cc1ccco1,-1
O=C1COc2ccc(Cc3cc(=O)n4[nH]c(C5CCC5)cc4n3)cc2N1,-11
CCn1c(=O)c2cc(C(=O)N3CCN(c4cccc(OC)c4)CC3)sc2c2ccccc21,-8
O=C(CSc1nnc(CSc2nc3ccccc3s2)n1-c1ccccc1)NCc1cccnc1,1
CCc1ncc(CNCc2cccnc2N2CCOCC2)cn1,-7
CCn1c2ccccc2c2cc(NC(=O)COc3ccc4ccccc4c3)ccc21,8
CCOc1ccc(NC(=O)C(CC(C)C)N2Cc3ccccc3C2=O)cc1 (stereo not given),-3
CCOc1ccc(-c2ccc(NS(=O)(=O)c3cc(C)c(C)cc3C)cc2)nn1,-4
Cc1cc(C(=O)NCc2ccc(Cl)cc2)c2c(C)nn(-c3ccccc3)c2n1,2
Cc1cccnc1CC(C)Nc1nc2nonc2nc1NC1CC1 (stereo not given),6
COc1c(Cl)cc(Cl)cc1C=C1c2cc([N+](=O)[O-])cc([N+](=O)[O-])c2-c2c1cc([N+](=O)[O-])cc2[N+](=O)[O-],0
CCN1N=C(C)Cn2c1nc1c2c(=O)n(C)c(=O)n1C,-11
O=[N+]([O-])c1cccc(-c2ccc(/C=N/Nc3nn[nH]n3)o2)c1,-6
CCCC1CCc2c(sc(NC(=O)OC)c2C#N)C1 (stereo not given),2
COC(=O)Nc1nc(-c2ccccc2)c(C(=O)c2ccc(Cl)cc2)s1,0
COc1ccc(Cl)cc1NC(NC(C)=O)(C(F)(F)F)C(F)(F)F,1
CCc1ccc(-c2nc(Cc3ccccc3)no2)cc1,13
CCC(C)n1c(=O)c2sccc2n2c(CCCC(=O)N3CCN(c4ccccc4)CC3)nnc12 (stereo not given),5
O=C(Nc1ccc(C(F)(F)F)cc1)C1CCCN(c2cnccn2)C1 (stereo not given),9
CC(=O)OC[C@H]1O[C@@H](n2cc(F)c(=O)[nH]c2=O)[C@H](OC(C)=O)[C@@H]1OC(C)=O,3
Cc1ccc(OCC(=O)Nc2ccc3c(c2)nc(CCNC(=O)c2ccco2)n3C)cc1,-8
Clc1ccc(N2CCN(C3=Cc4ccccc4C3)CC2)cc1,3
O=C(c1cccs1)c1cn(CCOc2ccc(F)cc2)c2ccccc12,-8
O=C(NCCCc1ccncc1)C1CC12CCN(C(=O)c1csc(-c3cccs3)n1)CC2 (stereo not given),1
CC1(C)Cc2c(c(N3CCOCC3)nc3sc(C(=O)c4ccccc4)c(NC(=O)c4ccccc4)c23)CO1,-1
O=C(CSc1ccccn1)c1c(C(=O)C2CC2)oc2ccccc12,1
CCOc1ccccc1CNc1cccc(C(=O)O)c1C,-14
COc1ccc(Cl)cc1NC(=O)c1cccc(COc2ccccc2Br)c1,-5

# Rewritten tab-delimited: 18 of the compounds above
Structure	RBX1-CUL1 inh
CCOc1ccc(-c2ccc(NS(=O)(=O)c3cc(C)c(C)cc3C)cc2)nn1	-4
Cc1cc(C(=O)NCc2ccc(Cl)cc2)c2c(C)nn(-c3ccccc3)c2n1	2
Cc1cccnc1CC(C)Nc1nc2nonc2nc1NC1CC1 (stereo not given)	6
COc1c(Cl)cc(Cl)cc1C=C1c2cc([N+](=O)[O-])cc([N+](=O)[O-])c2-c2c1cc([N+](=O)[O-])cc2[N+](=O)[O-]	0
CCN1N=C(C)Cn2c1nc1c2c(=O)n(C)c(=O)n1C	-11
O=[N+]([O-])c1cccc(-c2ccc(/C=N/Nc3nn[nH]n3)o2)c1	-6
CCCC1CCc2c(sc(NC(=O)OC)c2C#N)C1 (stereo not given)	2
COC(=O)Nc1nc(-c2ccccc2)c(C(=O)c2ccc(Cl)cc2)s1	0
COc1ccc(Cl)cc1NC(NC(C)=O)(C(F)(F)F)C(F)(F)F	1
CCc1ccc(-c2nc(Cc3ccccc3)no2)cc1	13
CCC(C)n1c(=O)c2sccc2n2c(CCCC(=O)N3CCN(c4ccccc4)CC3)nnc12 (stereo not given)	5
O=C(Nc1ccc(C(F)(F)F)cc1)C1CCCN(c2cnccn2)C1 (stereo not given)	9
CC(=O)OC[C@H]1O[C@@H](n2cc(F)c(=O)[nH]c2=O)[C@H](OC(C)=O)[C@@H]1OC(C)=O	3
Cc1ccc(OCC(=O)Nc2ccc3c(c2)nc(CCNC(=O)c2ccco2)n3C)cc1	-8
Clc1ccc(N2CCN(C3=Cc4ccccc4C3)CC2)cc1	3
O=C(c1cccs1)c1cn(CCOc2ccc(F)cc2)c2ccccc12	-8
O=C(NCCCc1ccncc1)C1CC12CCN(C(=O)c1csc(-c3cccs3)n1)CC2 (stereo not given)	1
CC1(C)Cc2c(c(N3CCOCC3)nc3sc(C(=O)c4ccccc4)c(NC(=O)c4ccccc4)c23)CO1	-1

# Next part:
SMILES,RBX1-CUL1 inh
COC(=O)C1C2C=CC(C3CC23)C1C(=O)OCC(=O)c1ccccc1 (stereo not given),-5
C=C1c2cc(C)c(C)cc2NC(=O)N1c1ccccc1,-12
CC(=O)NCc1cc(=O)[nH]c(COc2ccccc2)n1,8
COc1cccc(C(=O)c2cn(CC(=O)NCc3ccccc3)c3nc(C)ccc3c2=O)c1,2
Cc1ccc(C)c(Cn2c3ccccc3c3cnn(CC(=O)NCCCc4ccccc4)c(=O)c32)c1,9
COc1cc(OC)cc(-c2nnc(SCC(=O)c3ccc([N+](=O)[O-])cc3)o2)c1,-9
CCOC(=O)C1=C(c2ccccc2)N=c2s/c(=C\c3cc(C)n(CCOC)c3C)c(=O)n2C1c1cccs1 (stereo not given),-3
O=C(CN(c1ccc(Cl)cc1)S(=O)(=O)c1ccccc1)N/N=C/c1ccco1,-12
O=C(/C=C\c1ccco1)Nc1cccc(C(=O)Nc2cccc(O)c2)c1,-4
O=C(N/N=C/c1cc(Br)ccc1O)c1cc(-c2cccc3ccccc23)n[nH]1,-9
Cc1nnc(Nc2nc(N3CCOCC3)nc(N3CCOCC3)n2)s1,9
C#CCN(CC=C)Cc1cnc(S(=O)(=O)CC)n1CCOC,7
Cc1ccc(NC(=O)CN2C(=O)N=C(Cc3cccc(Br)c3)C2=O)cc1,12
CN(C)C(=O)CCNc1n[nH]c(=O)[nH]c1=O,-5
Cc1ccc(C(=O)C2C(=O)C(=O)N(Cc3ccccc3)C2c2ccccc2)cc1 (stereo not given),-3
Fc1cc(F)cc(-c2cn(CC3CCCNC3)nn2)c1 (stereo not given),6
Cc1ccc([N+](=O)[O-])c(Br)c1C,-8
CC1(C)CC(=O)C2=C(C1)N(c1sc3c(c1C#N)CCCC3)C(=N)C(C#N)C2c1cccc([N+](=O)[O-])c1 (stereo not given),3
CCOC(=O)COc1c(Cl)cc(C2NC(=S)N=C(c3ccccc3)C2C(C)=O)cc1OC (stereo not given),0
Cc1ccc(C)c(NC(=O)C[n+]2ccc3ccccc3c2)c1,2
Cc1ccc(S(=O)(=O)N2CCN(C(=O)c3ccc(Br)cc3)CC2)c(C)c1,3
COc1cccc(-c2nc(Cn3c(=O)cc(C)c4c(C)nn(-c5ccccc5)c43)c(C)o2)c1OC,0
CC(C)n1cc(C(=O)NCC2CCCCC2)c(=O)c(C(=O)N2CCN(C(=O)c3cccs3)CC2)c1,-3
CC1=NC(=O)CC(c2ccccc2F)C1C(=O)OCC1CCCCC1 (stereo not given),1
CCOC(=O)c1cccc(OC(=O)c2ccccc2)c1,-7
CCOC(=O)C1=C(CSc2nc(C)cc(C)c2C#N)SC(=N)C(C#N)C1c1ccccc1Cl (stereo not given),0
COc1ccc2c(c1)C(=Cc1sc(=O)[nH]c1O)C=N2,8
CCSc1ncc(CNCc2cccnc2N2CCOCC2)cn1,1
CO[C@H]1[C@H](NC(=O)COc2ccccc2)c2ccccc2C12CCN(C(=O)Cn1ccc(C)n1)CC2,-4
CCOc1c(Cl)cc(CNc2ccc(N3CCCC3)cc2)cc1OC,68*
O=C(CSc1nc2ccc(Nc3nc(N4CCOCC4)nc(N4CCOCC4)n3)cc2s1)N1c2ccccc2CCc2ccccc21,4
Cn1c2c(c3ccc4ccccc4c3c1=O)CCCC2,6
COc1ccc(CCNC(=O)c2ccc3nc(CCc4ccccc4)oc3c2)cc1OC,1
O=c1[nH]c(N2CCOCC2)nc2nccc(-c3ccc(-c4ccccc4)cc3)c12,-4
CN1CCC(C2Oc3ccc(F)cc3Sc3ccc(Cl)cc32)CC1 (stereo not given),7
O=C(NC1CCCN(c2ncccn2)C1)C1=CCCCC1 (stereo not given),2
O=C(C1CC(c2cccc(Br)c2)=NO1)N1CCOCC1 (stereo not given),-1
COc1ccccc1N(CC(=O)N1CCc2ccccc2C1)S(=O)(=O)c1ccc(C)cc1,1
CC12COc3ccc(Br)cc3C1C1SC(=O)N=C1SC2 (stereo not given),7
Cc1nn(CC(O)Cn2c3c(c4ccccc42)CCN(C)C3=O)c(C)c1Br (stereo not given),7
O=C(O)CN1C(=O)/C(=C/c2ccc(F)c(Br)c2)SC1=S,0
Cc1ccc(NC(=O)C(C)N2C(=O)c3ccccc3C2=O)c(Br)c1 (stereo not given),10
CCOC(=O)Cc1cc(C(=O)Nc2ccc(Br)cc2)sc1-c1ccc(C)cc1,-9
Cc1nnc(NC(=O)c2ccc(C(C)C)cc2)s1,1
Cc1ccc(NC(=O)c2nc(S(C)(=O)=O)ncc2N(Cc2ccco2)Cc2ccco2)cc1,5
COC(=O)c1cccc2c(C(=O)OC)cccc12,-1
CN1CCC2(CC1)NC(C)(C)Cc1[nH]c3ccccc3c12,8
O=C(c1ccco1)N(Cc1cccnc1)c1nc2c(F)cccc2s1,-9
COc1cc2nc(N(C)C)c(CNCCc3cccc(Cl)c3)cc2c(OC)c1OC,-5
CN(CC1COCCO1)C(=O)CC1c2ccccc2CCc2ccccc21 (stereo not given),0
CC1(C)CC(=O)c2cc(-c3ccccc3)n(-c3ccc(Cl)c(Cl)c3)c2C1,-14
CCOc1cc(C)c(C(C)C)cc1S(=O)(=O)n1ccnc1,13
CCOC(=O)c1ccc(NC(=O)CSc2c3c(nc4cc(Cl)ccc24)CCCC3)cc1,-3
CCCOc1ccc(C(=O)C2C(=O)C(=O)N(CCN(C)C)C2c2ccc(C(C)C)cc2)cc1 (stereo not given),-6
Cc1ccc(NC(=O)Cn2c(=O)n(Cc3ccc4c(c3)OCO4)c(=O)c3ccc(C(=O)NC4CCCCC4)cc32)cc1,-5
CCOc1cc(CNCc2ccccc2)cc(Br)c1OCC(=O)NC(C)(C)C,9
CC1CCCC(C)N1C(=O)c1sc2cc(Cl)ccc2c1Cl (stereo not given),-5
CC(=O)c1ccc(C(=O)N(Cc2cccnc2)c2nc3c(C)c(C)ccc3s2)cc1,7
CCCSc1nc2c(c(C(F)(F)F)c1C#N)CCCCCC2,1
CCCC1=Nc2cc(C(=O)NCc3ccc(OC)cc3)ccc2Sc2ccc(C)cc21,-5

# (list continues)
SMILES,RBX1-CUL1 inh
C/C(=N/N=C(/C)c1ccc(O)cc1)c1ccc(O)cc1,0
COc1ccc(OC2CCN(C(C)=O)CC2)c(C(=O)NCCCSC)c1,3
O=S(=O)(Cc1ccccc1F)N1CCN(C/C=C/c2ccccc2)CC1,5
CC1CCc2c(sc3nc(-c4ccccc4)oc(=O)c23)C1 (stereo not given),-9
Cc1ccccc1C1CC(=O)c2cnc(NCc3ccccc3)nc2C1 (stereo not given),-6
CCCOc1ccc(N2C(=O)C3C4c5ccccc5C(c5ccccc54)C3C2=O)cc1 (stereo not given),-7
Cc1ccc(C(C)C)c(OCC(=O)Nn2c(=O)[nH]c3ccccc3c2=O)c1,-1
CCC1CCCCN1Cc1c(O)ccc2c(=O)c(-c3ccccc3)coc12 (stereo not given),-3
